Screening data as filed in PubChem.
West Nile antiviral: West Nile virus antiviral activity, cell-based, CPE readout (AID 1621); West Nile virus-infected cells, CPE inhibition; higher % means a stronger effect; one-dose CPE inhibition, % at 10 µM; IC50 in µM for titrated hits; hit rate 0.02% among 290,000; in the data active = a potency from the dose series; inconclusive = CPE inhibition mostly from about 3.7% at the one dose, without a potency; inactive = the rest, 99 in 100 with CPE inhibition below about 2.2%; also: strong numbers were not always called active
XIAP antagonists: small molecules displacing peptide from XIAP – biochemical, IAP family, fluorescence polarization (AID 1018). displacement, % at 20 µM, or IC50 in µM where a hit was titrated. XIAP BIR domain, fluorescence polarization peptide displacement; higher % means a stronger effect. hit rate 0.007% among 200,000; in the data active = displacement above about 50%; also: a part of the inactive calls stands beside numbers as strong as those of hits
K1F lysis inhibition: inhibition of K1F phage lysis, E. coli UTI89, bacterial capsule biogenesis inhibitors, alamar blue (AID 488966). inhibition, % at 100 µM; hits with a dose series show IC50 in µM. E. coli UTI89 K1F phage lysis, alamar blue, 2 h; higher % means a stronger effect. hit rate 0.02% among 340,000;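 active = phage lysis inhibition, versus mean bacterial control, above a set limit; inconclusive = no clear call, values can overlap the other calls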;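 also: capsule biogenesis inhibitors block K1F phage lysis so surviving cells raise fluorescence; higher fluorescence means more inhibition of phage lysis; actives were called in the ten point dose series up to 300 µM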
CSM14.1 death rescue: rescue of cells from ER stress-induced death, primary screen, 384-well, CSM14.1, thapsigargin, ATP luminescence (AID 1222); CSM14.1 thapsigargin-induced death rescue, ATP luminescence; higher % means a stronger effect; one-dose cellular ATP content (survival), % at 20 µM; EC50 in µM for titrated hits; 190,000 tested, under 10 active;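 active = EC50 below 50 µM in the dose-response confirmation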;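 also: death triggered by thapsigargin at about 15 µM added after 2 h compound pretreatment; cell ATP read after overnight thapsigargin exposure of roughly 18 to 22 hours; normalized against plate controls of thapsigargin alone and 5% DMSO vehicle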
Yfh1-off respiration: mitochondrial function rescue without frataxin homolog – Friedreich's ataxia, plus single-dose screen, dose response (AID 1465); S. cerevisiae Yfh1-off respiration, WST-1 reduction, 72 h; higher fold induction means a stronger effect; one-dose fold induction at 50 µM; EC50 in µM for titrated hits; hit rate 0.074% among 220,000;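 active = fold induction of absorbance versus untreated yeast above a set limit, then at least 30% activation at any dose in follow-up; inconclusive = repeats straddling the limit, or above it without dose testing; inactive = fold induction below the set limit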;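 also: activators that raise dye reduction in frataxin-depleted yeast; strong numbers were not always called active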
RSV CPE inhibition: inhibition of RSV-induced cytopathic effect – HEp-2 cells, primary 10 µM value included (AID 2391); HEp-2 cells, RSV-induced CPE inhibition; higher % means a stronger effect; hit rate 0.13% among 310,000; CPE inhibition, % at 10 µM, or IC50 in µM where a hit was titrated; in the data active = a potency from the dose series; inconclusive = CPE inhibition mostly from about 23% at the one dose, without a potency; inactive = the rest, 99 in 100 with CPE inhibition below about 21%; also: strong numbers were not always called active
WT yeast gro inh: growth inhibition of WT yeast, mitochondrial fusion screen | hit rate 2.1% among 190,000 | inhibition, % at 10 µM | mitochondrial fusion phenotypic screen, WT strain | AID 1362; in the data active = inhibition above about 58%; tested in S. cerevisiae
SV40 large T antigen: SV40 large T antigen inhibitors, biochemical (AID 1903); hit rate 0.39% among 310,000; SV40 large T antigen ATPase/helicase inhibition assay; higher % means a stronger effect; inhibition, % at 20 µM; hits with a dose series show IC50 in µM; in the data active = a potency from the dose series; inconclusive = inhibition mostly from about 32% at the one dose, without a potency; inactive = the rest, 99 in 100 with inhibition below about 32%; also: strong numbers were not always called active
NS5 inhibitors: Dengue-2 NS5 methyltransferase inhibitors, primary screen, biochemical, confirmation dose response (AID 588689) | inhibition, % at 25 µM; hits with a dose series show IC50 in µM | hit rate 0.3% among 340,000 | Dengue-2 NS5 methyltransferase capping enzyme assay, biochemical; higher % means a stronger effect; in the data active = a potency from the dose series; inconclusive = inhibition above about 29% without an active follow-up result
WT yeast gro inh mutant strain: further read-out of WT yeast gro inh, marked with its call; inhibition, %; mitochondrial fusion phenotypic screen, mutant strain inhibition
* marks the source's active call; other numbers are inactive results; i = inactive; ? = inconclusive; / = no result given; [ ] = dose if it differs, or a comment.

SMILES	West Nile antiviral	XIAP antagonists	K1F lysis inhibition	CSM14.1 death rescue	Yfh1-off respiration	RSV CPE inhibition	WT yeast gro inh	WT yeast gro inh mutant strain	SV40 large T antigen	NS5 inhibitors
COC(=O)CN(c1c(C)cccc1C)S(C)(=O)=O	/	-5.4%	-0.7%	0.6%	i	1.1%	-0.3	0.9	-0.4%	-14.5%
COc1cc([N+](=O)[O-])ccc1NC(=S)NC(=O)CC(C)(C)C	-1.2%	-2.7%	-1.3%	-0.3%	i	7.2%	5.6	18.0	6.1%	-6.2%
COc1ccc(-c2[nH]ncc2-c2ccc(Cl)cc2)c(O)c1	0.4%	-4.8%	-2.2%	-4.6%	i	0.5%	-4.3	-6.6	21.1%	1.1%
COc1cc(OC)c(C(=O)NCC(c2cccs2)N(C)C)cc1OC (stereo not drawn)	-0.5%	-4.3%	0.2%	-1.1%	i	-0.2%	-1.8	-5.8	9.8%	-5.3%
CN(C(=O)CSc1nc(-c2ccccc2)cn1N)C(c1ccccc1)c1ccccc1	2.0%	-6.7%	-2.1%	-2.3%	i	2.8%	55.1	45.7	11.0%	1.4%
O=C(c1ccc(Cn2cc(Br)cn2)cc1)N1N=C(C(F)F)CC1(O)C(F)F (stereo not drawn)	-0.5%	1.0%	-3.3%	-0.7%	i	2.0%	26.5	-17.1	-0.9%	0.0%
CC(=O)NCCn1c(SCC(=O)Nc2ccc(C)cc2)nc2ccccc2c1=O	-0.3%	-5.3%	0.1%	-0.8%	i	-2.1%	9.1	7.7	5.1%	-9.0%
c1ccc(C2Nc3cccc4cccc(c34)N2)cc1	-0.1%	/	0.7%	/	/	12.1%	/	/	16.6%	27.0%
CS(=O)(=O)Nc1ccc(C(=O)Nc2ccc(S(=O)(=O)N3CCCCC3)cc2)cc1	0.7%	/	-0.1%	/	/	9.2%	/	/	16.5%	1.9%
CCOC(=O)c1c(NC(=O)CSc2nnc(-c3c[nH]c4ccccc34)n2CCOC)sc2c1CCCC2	/	-2.2%	-1.1%	0.0%	/	4.3%	5.2	-2.7	5.8%	-2.1%
CCN(c1ccccc1)S(=O)(=O)c1ccc2c(c1)CC(C)N2C(=O)C1CC1 (stereo not drawn)	-0.2%	/	0.4%	/	/	?	/	/	7.7%	-2.0%
CC(C)c1ccc(NC(=O)C2CCCN(S(=O)(=O)c3cccnc3)C2)cc1 (stereo not drawn)	0.1%	/	-0.2%	/	/	7.0%	/	/	-1.0%	-3.7%
N#C/C(=C\c1ccc(-c2nc3ccccc3s2)o1)C(N)=O	0.6%	/	0.0%	/	i	?	/	/	11.3%	?
CSc1nc(-c2ccco2)nn1C(=O)c1ccc(C)cc1	-0.1%	-6.1%	-0.8%	/	i	0.2%	-20.3	-5.0	11.3%	-2.9%
COc1ccc(C)cc1N(CC(=O)N1CCCCCC1)S(C)(=O)=O	-0.1%	/	2.5%	/	/	0.7%	/	/	2.3%	/
Cc1noc(C)c1C(=O)Nc1ccc(C#N)cc1	-0.3%	/	-0.1%	/	/	42.0%	/	/	-25.7%	1.9%
COc1ccc(CCNS(=O)(=O)c2ccc3c(c2)CCN3C(=O)C2CC2)cc1OC	-0.5%	-5.2%	-0.6%	0.0%	i	3.4%	9.1	-0.9	-2.0%	-2.9%
CC1CN(S(=O)(=O)c2ccc(C(=O)Nc3sccc3C(N)=O)cc2)CC(C)O1 (stereo not drawn)	-1.8%	-0.1%	-0.6%	2.3%	i	8.8%	7.7	-9.7	1.0%	-0.4%
CCn1c(/C=C2\C(=O)N(C(C)C)c3ccccc32)nc2ccccc2c1=O	-0.4%	/	-0.1%	/	i	3.8%	/	/	17.3%	-3.1%
CC(CCCC(C)(C)O)NC(=O)c1cc(COc2ccc3ncccc3c2)on1 (stereo not drawn)	-1.9%	-18.5%	0.1%	4.0%	i	0.1%	-27.1	-2.9	9.4%	1.5%
Cc1[nH]c2ccccc2c1C(=O)C(C)OC(=O)c1ccc([N+](=O)[O-])o1 (stereo not drawn)	-0.7%	-2.2%	-0.3%	-1.4%	i	1.5%	46.4	45.6	10.9%	-6.1%
Cc1nc2ccccc2c2nc3ccccc3n12	2.4%	3.6%	0.0%	-0.3%	i	-0.7%	19.9	21.7	17.4%	-0.7%
Cc1ccc(NC(=O)c2ccc(N3CCOCC3)c([N+](=O)[O-])c2)cc1S(=O)(=O)N1CCOCC1	0.8%	-7.0%	-0.7%	-0.3%	i	6.4%	-1.2	-0.7	-3.2%	-3.6%
COc1c2ccoc2nc2c(OC)c(OCC(OC(C)=O)C(C)(C)O)ccc12 (stereo not drawn)	/	-6.7%	8.4%	-0.8%	/	/	1.1	7.4	6.5%	0.7%
O=C1N(Cc2cccc(Cl)c2)C[C@@H]2C[C@@H](c3cccc4ncccc34)N3CCC[C@@]123	-0.3%	-3.1%	-0.2%	5.8%	i	6.7%	9.3	2.9	11.4%	-9.5%
COc1cc(CNCc2cccc(OC)c2OC)cc(OC)c1	-0.9%	/	0.2%	/	/	-0.7%	/	/	4.8%	-4.6%
CCOC(=O)c1nc2nc(C)c(Cl)c(=O)n2[nH]1	-0.3%	-7.4%	0.8%	0.1%	i	2.4%	3.0	19.7	4.4%	-4.0%
CCOc1ccc(/C=N/NC(=O)c2cc3c(OC)cc(OC)c(OC)c3[nH]2)cc1	0.7%	/	0.4%	/	/	-0.1%	/	/	-3.9%	-0.7%
Cc1ccc(C(=O)COC(=O)CCN2C(=O)C3C4CCC(C4)C3C2=O)cc1[N+](=O)[O-] (stereo not drawn)	-0.6%	/	0.1%	/	/	0.1%	/	/	-0.1%	-2.6%
CC(=O)Nc1ccc(NC(=O)CSc2ccc(-c3ccc(-n4ccnc4)cc3)nn2)cc1	/	/	-1.4%	/	/	-0.3%	/	/	1.3%	-7.4%
Oc1cccc(/C=N/N(Cc2ccccc2)c2ccccc2)c1	-0.4%	-6.6%	-0.3%	-2.4%	i	8.0%	90.2*	88.3*	5.9%	-8.3%
Cc1ccc(-n2ccnc(SCC(=O)NC3CCCC3)c2=O)cc1F	/	/	1.0%[50 µM]	/	/	-0.7%	/	/	10.4%	-2.2%
O=c1c2nnn(-c3ccc(Cl)cc3)c2ncn1Cc1ccccn1	-0.4%	-6.9%	0.3%	/	i	-0.8%	-0.3	4.5	8.9%	-6.8%
COc1cccc(C(=O)O/N=C/c2ccc(Sc3ccc(C)cc3)nc2)c1	0.4%	-5.1%	-0.1%[50 µM]	-0.3%	i	1.3%	0.5	-21.6	-8.0%	11.1%
Cc1cc(=O)oc2cc(OCC(O)CN3CCc4ccccc4C3)ccc12 (stereo not drawn)	-0.2%	-5.8%	-0.3%	2.2%	i	-1.4%	-8.1	29.4	1.5%	7.1%
CC(OC(=O)c1nsc(Cl)c1Cl)C(=O)NCc1cccs1 (stereo not drawn)	0.6%	0.8%	-0.1%	-0.5%	i	3.6%	-10.5	-9.1	4.8%	-9.0%
Cc1ccc(-n2nc3c(c2NC(=O)c2ccco2)CS(=O)(=O)C3)cc1	0.8%	/	0.4%	/	/	1.0%	/	/	13.2%	-6.2%
CC(C)Oc1ccc(C(=O)NC(=S)N2CCOCC2)cc1	0.0%	-0.8%	2.7%	-1.0%	i	0.8%	-2.9	-0.5	7.6%	-4.4%
Cc1cc(C)nc(SCC(=O)Nc2ncc(Cc3cccc(Cl)c3Cl)s2)n1	-0.3%	-15.3%	0.8%[50 µM]	-2.8%	i	4.8%	5.0	-5.2	23.1%	-5.9%
Cc1ccc(-n2nnnc2SCc2ccc(C(=O)O)cc2)cc1C	0.2%	/	0.4%[50 µM]	/	/	0.9%	/	/	7.6%	-1.3%
COc1ccccc1CNC(=O)C/C(C)=N/NC(=O)COc1ccc(C)cc1Br	0.1%	-3.6%	5.4%	-1.7%	i	0.7%	-5.5	3.3	12.6%	-2.9%
CC1CCC(NC(=O)CCS(=O)(=O)c2ccc3c(c2)NC(=O)CS3)CC1 (stereo not drawn)	0.0%	/	0.2%	/	/	0.8%	/	/	10.4%	-11.8%
CCOC(=O)Cn1nc(C)c2ccccc2c1=O	-0.6%	-5.0%	5.9%	1.5%	i	0.4%	-3.5	-13.9	5.5%	-3.3%
CSC(=NC(C)c1ccccc1)NS(=O)(=O)c1cccs1 (stereo not drawn)	-1.2%	-0.8%	0.9%	-0.2%	i	0.7%	-0.7	0.4	8.7%	-4.0%
Cc1oc(-c2ccccc2Cl)nc1CN1CCCCC1CO (stereo not drawn)	-0.8%	-6.1%	0.1%	-0.1%	i	0.9%	-1.4	-9.4	5.0%	3.6%

Whole records, quoted from the list:
Listed for `COc1ccc(C)cc1N(CC(=O)N1CCCCCC1)S(C)(=O)=O` → West Nile antiviral = -0.1%; XIAP antagonists = /; K1F lysis inhibition = 2.5%; CSM14.1 death rescue = /; Yfh1-off respiration = /; RSV CPE inhibition = 0.7%; WT yeast gro inh = /; WT yeast gro inh mutant strain = /; SV40 large T antigen = 2.3%; NS5 inhibitors = /
Listed for `Cc1[nH]c2ccccc2c1C(=O)C(C)OC(=O)c1ccc([N+](=O)[O-])o1` (stereo not drawn) → West Nile antiviral = -0.7%; XIAP antagonists = -2.2%; K1F lysis inhibition = -0.3%; CSM14.1 death rescue = -1.4%; Yfh1-off respiration = i; RSV CPE inhibition = 1.5%; WT yeast gro inh = 46.4; WT yeast gro inh mutant strain = 45.6; SV40 large T antigen = 10.9%; NS5 inhibitors = -6.1%

(list continues)
SMILES	West Nile antiviral	XIAP antagonists	K1F lysis inhibition	CSM14.1 death rescue	Yfh1-off respiration	RSV CPE inhibition	WT yeast gro inh	WT yeast gro inh mutant strain	SV40 large T antigen	NS5 inhibitors
Cc1cc(Cl)ccc1OCC(=O)N1CCCN(C(=O)COc2ccc(Cl)cc2C)CC1	-1.6%	27.6%	-1.5%[50 µM]	-1.5%	i	?	73.0*	27.2*	5.6%	-4.8%
Cc1ccc(C(NC(=O)N2CCOCC2)C(Cl)(Cl)Cl)cc1F (stereo not drawn)	-0.5%	25.0%	-0.1%	-1.6%	i	1.0%	-18.4	10.5	18.9%	-8.9%
Cc1cccc(C)c1Nc1c(-c2ccc(N3CCOCC3)cc2)nc2ncccn12	/	-10.2%	-1.4%	-4.5%	/	1.1%	-17.5	-19.5	31.0%	-5.6%
Cc1ccc(C(=O)Oc2ccc(N3C(=O)CCC3=O)c(C)c2)cc1	0.1%	-7.1%	0.4%	-2.5%	i	3.6%	-16.1	6.0	2.2%	-5.4%
COC(=O)c1sccc1-n1cccc1C(=O)C(=O)N1CCCC1	0.1%	-1.1%	0.2%	-1.3%	i	0.3%	-18.3	-4.1	0.6%	2.8%
O=C(NCc1cccnc1)c1ccc(-c2ccccc2[N+](=O)[O-])o1	-0.1%	-4.7%	-5.7%	-2.4%	i	0.4%	-10.2	-4.3	3.5%	-1.5%
Cc1cc(=O)[nH]c(Nc2cccc(C(F)(F)F)c2)n1	-0.5%	-6.5%	-1.0%	-1.0%	i	4.7%	3.2	-9.8	5.2%	-0.6%
COc1ccc(Cc2noc(CN(C)Cc3cccc(-n4cccn4)c3)n2)cc1OC	-1.0%	-5.4%	0.1%	-1.1%	i	2.4%	18.4	-4.4	-0.3%	-3.6%
